# Assay outcomes: PubChem, several laboratories
# Cardio protect = myocardial damage modulation in H9c2 cells | actives 0.63% (n = 360,000) | protection from H2O2 cell death, % at 20 µM | H9c2 cardiomyocytes, H2O2 injury protection, ATPLite, 2 h;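 active = compounds giving at least 50% protection of heart cells from peroxide-induced death in the single-dose screen, raw or plate-pattern-corrected value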;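 also: 0% = DMSO wells with peroxide and 100% = DMSO wells without peroxide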
# MITF TRPM1 inh = inhibitors of MITF-driven TRPM1 promoter in melanoma cells; SK-MEL-5 TRPM1 promoter luciferase, 24 h; inhibition, % at 12.5 µM; actives 0.83% (n = 330,000);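 active = mean inhibition across replicates of 60% or more, whatever share of single replicates reaches that level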; also: values of inactives mirror those of a sister screen read the other way
# Peg3 promoter = inhibitors of Peg3 promoter; actives 1.7% (n = 360,000); HeLa PEG-Prom luciferase reporter, luminescence, overnight; inhibition, % at 20 µM;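 active = inhibition of at least 50% at 20 µM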
# m5-HT2A agonist = activates the mouse 5-HT2A serotonin receptor; P35363; activation, % at 7.6 µM; actives 0.66% (n = 360,000); CHO-K1 mHTR2A beta-arrestin complementation, luminescence; percent of 30 µM serotonin response;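 active = activation above a run cutoff, the mean activation of all tested compounds plus 3 SD, cut at about 14% in these data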;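 also: 0% = plate median of compound wells and 100% = 30 µM serotonin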
# Target sequence (P35363 whole entry, looked up): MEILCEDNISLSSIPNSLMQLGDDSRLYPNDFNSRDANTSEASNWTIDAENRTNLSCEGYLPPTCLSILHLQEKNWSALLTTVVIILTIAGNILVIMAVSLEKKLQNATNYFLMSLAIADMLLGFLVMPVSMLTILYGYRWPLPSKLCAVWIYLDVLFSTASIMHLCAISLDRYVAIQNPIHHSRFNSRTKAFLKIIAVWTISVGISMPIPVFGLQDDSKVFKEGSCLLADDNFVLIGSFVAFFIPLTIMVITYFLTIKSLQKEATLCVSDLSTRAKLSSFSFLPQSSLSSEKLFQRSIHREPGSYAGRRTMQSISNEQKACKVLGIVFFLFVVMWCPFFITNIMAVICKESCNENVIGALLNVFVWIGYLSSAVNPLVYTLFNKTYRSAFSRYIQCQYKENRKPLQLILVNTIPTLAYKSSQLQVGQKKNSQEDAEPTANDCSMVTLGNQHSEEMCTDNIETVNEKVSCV
# HIF-2a inh = HIF-2a inhibition. 786-0 RCC cells HIF-2a reporter, luciferase luminescence, overnight. inhibition, % at 18.8 µM. actives 0.72% (n = 360,000);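 active = inhibition of the luminescence signal of 40% or more relative to plate controls, in a single-dose primary screen at 18.75 µM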
# NR2E3 ag-1 = human photoreceptor-specific nuclear receptor agonism; inhibition of corepressor binding, % at 3.98 µM; CHO-S Gal4-NCOR/VP16-NR2E3 two-hybrid, luciferase; AID 602229; actives 0.35% (n = 360,000); Q9Y5X4;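 active = inhibition above the mean of all tested compounds plus 3 SD, cut at about 70% in these data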;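 also: 0% = DMSO with NR2E3 transfected cells and 100% = cells lacking NR2E3 construct; higher means lower luciferase signal from less NR2E3 corepressor binding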
# Shn3 3UTR inh = inhibitors of Schnurri-3 3'UTR reporter in osteoblasts. Clone20 osteoblast Shn3 3'UTR firefly luciferase, 24 h. inhibition, % at 12.5 µM. actives 0.52% (n = 360,000);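 active = mean inhibition of at least 75% with every replicate also reaching 75%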;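 also: 0% = median of neutral control wells and 100% = pilot-screen positive control compound; some compounds past the cut are filed as inactive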
# CaV13 ICDI inh = Disruptors of the CACNA1D IQ motif to Ca2+-dependent inactivation inhibitor domain association, primary screening, Förster resonance energy transfer in intact living … | HEK cells, CFP/YFP FRET ICDI-IQ, plate reader, 10 min; percent FRET-ratio fall versus neutral wells | inhibition, % at 12.3 µM | actives 0.098% (n = 340,000) | AID 743397;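 active = mean replicate inhibition of at least 30% and at least 1% of replicates passing that level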;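 also: 0% = median of the neutral control wells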
# NR2E3 ag-2 = NR2E3 (human) agonism; GST-NR2E3/biotin-RetCOR TR-FRET, 1536-well; Q9Y5X4; actives 0.12% (n = 320,000); AID 2300; inhibition of corepressor binding, % at 4.78 µM;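 active = percent inhibition above the cutoff of mean plus 3 SD of all tested compounds, set per screening campaign, cut at about 20% in these data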;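 also: 0% = DMSO wells and 100% = biotin wells as full block of FRET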
#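 System: GST-tagged NR2E3 plus biotinylated RetCOR corepressor; Buffer or medium: pH 7.5 Tris-based buffer; Probe or stimulus: RetCOR corepressor, biotinylated, 7 nM; Doses: compound at 4.8 µM, single dose; Schedule: 5 h incubation at 4 °C; Technique: time-resolved FRET; Evaluation: percent inhibition of TR-FRET ratio; Replication: one well per compound, singlicate testing.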
# PDI turbidity = PDI (human) enzyme inhibition; inhibition, % at 10 µM; actives 0.052% (n = 350,000); PDI insulin aggregation turbidity, A650, 90 min; P07237; AID 588391;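 active = mean inhibition across replicates of 30% or more, whatever share of single replicates reach that level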;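 also: absorbance from insulin aggregation driven by PDI reduction with DTT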
# Target sequence (P07237 whole entry, looked up): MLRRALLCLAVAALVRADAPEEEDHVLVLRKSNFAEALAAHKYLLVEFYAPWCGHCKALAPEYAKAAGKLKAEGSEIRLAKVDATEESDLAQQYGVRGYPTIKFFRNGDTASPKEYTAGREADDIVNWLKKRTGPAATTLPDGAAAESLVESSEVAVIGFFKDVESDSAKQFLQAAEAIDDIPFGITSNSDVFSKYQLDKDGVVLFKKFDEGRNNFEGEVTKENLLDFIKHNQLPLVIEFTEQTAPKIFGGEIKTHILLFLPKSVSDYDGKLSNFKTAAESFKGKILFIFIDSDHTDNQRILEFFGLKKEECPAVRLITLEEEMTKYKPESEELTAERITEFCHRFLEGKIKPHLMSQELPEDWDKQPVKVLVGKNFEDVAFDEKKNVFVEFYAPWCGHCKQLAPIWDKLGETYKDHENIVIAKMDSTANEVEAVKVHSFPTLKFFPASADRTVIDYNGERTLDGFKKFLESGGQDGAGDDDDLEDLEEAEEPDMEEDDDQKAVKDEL
# iPSC survival up = increases survival of single human iPS cells | hiPSC single-cell survival, ATPlite luminescence; 100% = ROCK inhibitor wells, 0% = DMSO | survival enhancement, % at 20 µM | actives 0.044% (n = 360,000); in the data active = survival enhancement above about 18%;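 also: cells exposed to compounds for 16 hours before the ATP read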
# An asterisk follows results filed as active; . = no result given.
SMILES,Cardio protect,MITF TRPM1 inh,Peg3 promoter,m5-HT2A agonist,HIF-2a inh,NR2E3 ag-1,Shn3 3UTR inh,CaV13 ICDI inh,NR2E3 ag-2,PDI turbidity,iPSC survival up
CC(C)NC(=O)NC(=O)COC(=O)C1(C)CC1(Cl)Cl (configuration not stated),0,-18,7,1,6,-13,-7,-4,0,1,0.7
Cc1ccc(C(=O)CSc2nnc(C)s2)cc1,-7,-23,-205,-1,-151,2,1,-4,-2,11,-1.4
CCc1c(C)nc2ncnn2c1N1CCC(C(=O)NCc2cccs2)CC1,-3,7,10,1,16,-2,27,8,2,2,0.3
COc1cccc(OCc2nnc(SCC(=O)NCc3ccco3)n2CCc2ccccc2)c1,1,-4,21,0,25,-29,7,-6,0,-3,-0.5
CC(C)(C)NC(=O)CSc1nc(-c2ccccc2)c(-c2ccccc2)[nH]1,-1,14,33,-5,-1,14,15,-11,0,-1,-2.5
Cn1c(SCC(=O)c2ccccc2)nnc1-c1ccccn1,-2,-42,-204,-5,-163,-56,-130,-5,0,6,-0.6
COC(=O)CSC1=C(C#N)C(c2ccccc2OC)C(C(=O)OC)C(=O)N1 (configuration not stated),2,3,13,1,7,-2,-5,-5,5,-11,4.9
Cc1c(C(=O)N2CCCCC2)sc(NC(=O)C(C)C)c1C#N,3,-4,-3,2,-10,-2,-9,-10,0,11,-0.5
CNC(=O)C1C2C=CC3(O2)C1C(=O)N(C1CC1)C3C(=O)NCc1ccc(OC)cc1 (configuration not stated),-9,0,10,-1,4,-11,-1,-4,1,-3,2.2
CCC/C=C/c1ccc(CN2C(C(C)C)C(=O)N(Cc3cn(CCC4OCCCO4)nn3)CCS2(=O)=O)cc1 (configuration not stated),7,.,14,-2,-21,-2,7,-7,.,-2,0.1
O=C(NCc1ccccc1)Nc1cccn(Cc2ccc(F)cc2)c1=O,-7,-3,3,-3,-8,-11,9,-7,-1,-1,-2.1
COc1ccc(C(CC(=O)NCc2ccccc2)Sc2n[nH]c(-c3ccccc3)n2)cc1 (configuration not stated),5,1,6,-1,19,5,17,-8,2,1,-2.3
CCOC(=O)C1=NN(c2ccc(F)cc2)C2=NC(C)=C(C(=O)OC)C(c3cccs3)N12 (configuration not stated),2,2,2,3,-3,-25,-6,-3,-1,0,-2.1
COc1ccc(Cl)cc1S(=O)(=O)N1CCCC(C(=O)NCCc2ccccc2)C1 (configuration not stated),5,-7,-7,-4,0,-24,1,-6,-1,0,0.0
COc1ccc(CCNC(=O)C2CCCN(S(C)(=O)=O)C2)cc1OC (configuration not stated),9,1,3,5,-12,-4,2,.,0,-5,-2.8
COc1ccc(S(=O)(=O)N2CCC(C(=O)N3CCCCC3)CC2)cc1,-5,4,0,3,3,33,5,-3,2,-15,-0.4
COc1ccc(C=NCC2COc3ccccc3O2)cc1OC (configuration not stated),8,-6,-10,6,9,-10,13,-6,0,2,1.0
CCc1ccc(NC(=O)C2CCN(S(=O)(=O)c3c(C)noc3/C=C/N(C)C)CC2)cc1,-7,7,9,-1,13,9,4,-4,3,1,1.5
Cn1cc(CN2CCC(C(O)c3cccs3)CC2)c(-c2ccccc2F)n1 (configuration not stated),3,7,-12,3,-7,19,-10,1,0,4,0.8
c1ccc(C[n+]2c(-c3ccccc3)csc2Nc2ccccc2)cc1,-5,-7,-44,0,-172,-52,-29,-5,-3,1,-0.5
CC(=O)O/N=C(/C)c1ncc(C(F)(F)F)cc1N1CCOCC1,-1,4,7,5,11,-1,3,-5,-2,1,-0.3
CC[C@]1(C(=O)OC)[C@H]2C(=O)N(Cc3ccccc3)C(=O)[C@H]2[C@H]2CN=C(SCc3ccccc3)N21,13,3,15,-4,8,6,17,-4,.,4,0.0
CN(Cc1ccccc1F)C(=O)C(Cc1ccccc1)NC(=O)c1ccccc1 (configuration not stated),48,0,53*,1,12,-6,21,.,1,-1,-0.5
O=C(CN1CCC(Cc2ccccc2)CC1)NC(=O)NCc1ccco1,-4,7,21,-2,26,17,4,-3,-3,-5,-2.9
CCC(O)C1CCN(C(=O)c2ccc(OC3CCN(Cc4ccccn4)CC3)cc2)CC1 (configuration not stated),-2,-3,-23,3,-2,13,-15,-2,-3,0,-0.5
COC(=O)c1ccc(C)c(NC(=O)C2CC(=O)N(C3CCCC(C)C3C)C2)c1 (configuration not stated),2,22,26,-4,-3,4,33,-5,3,-12,0.5
CCOc1cc(C(=O)N=c2sccn2C)cc(Br)c1OC,-3,3,-15,5,-39,-25,2,.,6,5,0.7
CCCCN(CCCC)C(=S)N/N=C/c1c(C)[nH]n(-c2ccccc2)c1=O,-1,43,72*,3,1,3,55,-7,-2,-7,-4.7
COCCCn1c(SCC(=O)OC2CCCCC2)nnc1-c1cccs1,5,-5,6,2,0,16,-12,-8,0,-3,2.0
Cc1cc(=O)n2c(-c3ccc(Cl)cc3)csc2n1,13,2,6,2,7,10,3,-2,1,24,0.6
O=C(NCc1cccc(Cl)c1)C1CCCO1 (configuration not stated),0,5,6,3,14,-24,-31,-2,5,6,2.1
COC(CNC(=O)c1coc2nc3ccccc3nc12)OC,-6,3,-11,5,-17,-11,-45,-5,-3,2,0.2
O=C(c1cc2ccccc2o1)N1CCN(CCOc2ccccc2)CC1,-1,5,8,1,-27,10,4,-5,.,-1,-0.5
Cn1cc(SCC(=O)Nc2ccc3c(c2)OCO3)c2ccccc21,-8,.,-8,-4,-30,-15,4,9,1,.,1.7
O=C(NCCCn1cccn1)C1CCC(=O)N(Cc2ccccc2F)C1 (configuration not stated),3,-4,-1,-6,-9,-15,16,-2,1,5,0.3
COc1ccc(OC)c(NC(=O)C2CCCN(S(C)(=O)=O)C2)c1 (configuration not stated),-3,3,9,-3,12,9,2,8,-4,2,0.2
CCCC1=Nc2cc(C(=O)NCCCOC(C)C)ccc2Sc2ccccc21,-6,36,16,-4,25,-41,34,-4,7,0,-1.4
Fc1ccc(CSc2nnc(CN3CCOCC3)n2-c2ccccc2)c(Cl)c1,8,11,14,-9,16,10,6,-5,2,3,-2.6
Cc1cccc(C)c1N1C(=O)CC(N(O)c2ccccc2)C1=O (configuration not stated),0,-14,11,-3,8,1,5,-4,-1,-1,1.2
Cc1ccc(NC(=S)N(CCCN2CCN(C)CC2)Cc2cccs2)cc1,15,-4,1,-11,4,-14,16,-2,2,-4,-0.4
Cc1ccc(C(=O)NNc2ncnc3ccccc23)cc1,-13,-64,-197,5,-225,-86,-47,-7,2,-1,-0.1
C#Cc1ccc(NC(=O)C2(C)CCN2C(=O)C/C=C/c2ccccc2)cc1 (configuration not stated),-2,.,11,3,7,-7,3,-2,.,8,-0.6
COc1cccc(CNC(=O)[C@@H]2CCCN2C(=O)[C@@H]2CCCN2C(=O)c2ccc(Cl)cc2)c1,.,.,.,-1,9,-18,.,-6,.,.,-0.6
Cc1ccc(C)c(NC(=S)NNC(=O)c2ccc(Br)o2)c1,-2,-17,-21,-6,-50,-8,23,-2,2,7,5.9
FC(F)Sc1ccc(NC(=S)N2CCN(c3ccccn3)CC2)cc1,-9,4,21,4,-11,61,-34,-7,.,-13,0.3
CCOc1ccccc1N1CCN(Cc2cn[nH]c2-c2ccc(F)cc2)CC1,-2,-3,20,1,21,1,17,-4,-3,-4,0.2
COc1ccccc1N1CCN(/N=C\c2ccc(C)o2)CC1,-6,-51,-221,-5,-191,-29,-88,-3,-2,-6,-1.3
COc1cccc(C(=O)NNC(=O)c2ccccc2-n2cccc2)c1,0,6,11,-2,-1,-10,3,-1,0,2,-0.1
CN(CC(=O)Nc1cccc(F)c1)C(=O)C1=COCCO1,-3,-6,5,6,8,-5,-8,-5,-1,0,-0.6
COc1ccccc1NC(=O)CN(C)S(=O)(=O)c1ccc2c(c1)CCC(=O)N2,5,.,13,1,3,6,15,-7,3,-4,2.6
O=C(Cn1c(=O)oc2ccccc21)Nc1ccccc1C(F)(F)F,4,5,10,1,20,8,-6,-18,1,0,1.0
C/C(CCc1ccccc1)=N/NC(=O)C(=O)NCc1ccccc1,-1,-7,10,0,13,-6,-6,-17,2,0,-0.7

# Shown with tabs: part of the list above
mol	Cardio protect	MITF TRPM1 inh	Peg3 promoter	m5-HT2A agonist	HIF-2a inh	NR2E3 ag-1	Shn3 3UTR inh	CaV13 ICDI inh	NR2E3 ag-2	PDI turbidity	iPSC survival up
Cc1cccc(C)c1N1C(=O)CC(N(O)c2ccccc2)C1=O (configuration not stated)	0	-14	11	-3	8	1	5	-4	-1	-1	1.2
Cc1ccc(NC(=S)N(CCCN2CCN(C)CC2)Cc2cccs2)cc1	15	-4	1	-11	4	-14	16	-2	2	-4	-0.4
Cc1ccc(C(=O)NNc2ncnc3ccccc23)cc1	-13	-64	-197	5	-225	-86	-47	-7	2	-1	-0.1
C#Cc1ccc(NC(=O)C2(C)CCN2C(=O)C/C=C/c2ccccc2)cc1 (configuration not stated)	-2	.	11	3	7	-7	3	-2	.	8	-0.6
COc1cccc(CNC(=O)[C@@H]2CCCN2C(=O)[C@@H]2CCCN2C(=O)c2ccc(Cl)cc2)c1	.	.	.	-1	9	-18	.	-6	.	.	-0.6
Cc1ccc(C)c(NC(=S)NNC(=O)c2ccc(Br)o2)c1	-2	-17	-21	-6	-50	-8	23	-2	2	7	5.9
FC(F)Sc1ccc(NC(=S)N2CCN(c3ccccn3)CC2)cc1	-9	4	21	4	-11	61	-34	-7	.	-13	0.3
CCOc1ccccc1N1CCN(Cc2cn[nH]c2-c2ccc(F)cc2)CC1	-2	-3	20	1	21	1	17	-4	-3	-4	0.2
COc1ccccc1N1CCN(/N=C\c2ccc(C)o2)CC1	-6	-51	-221	-5	-191	-29	-88	-3	-2	-6	-1.3
COc1cccc(C(=O)NNC(=O)c2ccccc2-n2cccc2)c1	0	6	11	-2	-1	-10	3	-1	0	2	-0.1
CN(CC(=O)Nc1cccc(F)c1)C(=O)C1=COCCO1	-3	-6	5	6	8	-5	-8	-5	-1	0	-0.6
